Mtb RmlCD inh: M. tuberculosis RmlC/RmlD inhibition | P9WH09+P9WH11 | RmlC+RmlD coupled enzyme assay, percent inhibition; primary screen in compound mixtures | inhibition, % at 3.6 µM | hit rate 0.03% among 160,000 | AID 1533; in the data active = inhibition mostly above about 34%, no sharp cut-off; also: some results filed as inactive read as strong as hits
Target sequence (P9WH09 whole entry, looked up): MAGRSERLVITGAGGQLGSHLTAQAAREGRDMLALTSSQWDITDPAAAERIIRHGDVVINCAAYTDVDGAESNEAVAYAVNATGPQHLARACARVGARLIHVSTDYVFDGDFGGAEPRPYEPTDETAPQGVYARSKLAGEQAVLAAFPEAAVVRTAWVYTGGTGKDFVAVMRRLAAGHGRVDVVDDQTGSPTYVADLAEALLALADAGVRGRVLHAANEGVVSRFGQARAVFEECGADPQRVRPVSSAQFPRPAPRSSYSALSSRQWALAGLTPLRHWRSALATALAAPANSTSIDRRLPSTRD
Target sequence (P9WH11 whole entry, looked up): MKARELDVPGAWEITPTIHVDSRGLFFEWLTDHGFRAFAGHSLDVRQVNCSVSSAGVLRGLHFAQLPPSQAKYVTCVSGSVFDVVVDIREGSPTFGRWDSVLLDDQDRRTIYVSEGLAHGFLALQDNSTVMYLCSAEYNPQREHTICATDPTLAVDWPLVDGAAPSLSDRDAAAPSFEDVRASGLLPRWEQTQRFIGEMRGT
M. tuberculosis GlmU: inhibition of mycobacterial GlmU enzyme – biochemical, glucosamine-1-phosphate acetyltransferase (AID 1376); M. tuberculosis GlmU acetyltransferase enzyme assay; higher % means a stronger effect; one-dose inhibition, %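 (tested at 30 µM in the primary screen)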; IC50 in µM for titrated hits; hit rate 0.25% among 220,000; in the data active = inhibition above about 13%;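 also: 0% = complete reaction with vehicle and 100% = reaction without substrate; strong numbers were not always called active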
* marks the source's active call; other numbers are inactive results; . = no result given.

Every second line gives: Mtb RmlCD inh, M. tuberculosis GlmU
COc1ccccc1C1C([N+](=O)[O-])=CC([N+](=O)[O-])=CN1C (stereo not given)
→ 4.8, 2.5%
COc1ccc(-c2[nH]ncc2CN2CCCC(C(=O)c3ccc(OC)cc3OC)C2)cc1 (stereo not given)
→ ., -0.2%
O=C(CN1CCOCC1)Nc1ccc2c(c1)OCO2
→ 0.4, 1.5%
CCOC(=O)c1cnn(-c2ccc(C(F)(F)F)cn2)c1N
→ ., -0.8%
COc1cc(OC)cc(C(=O)Nn2cnnc2)c1
→ -6.0, -2.8%
O=C(NCC1CCCO1)c1onc(CSc2ccc(Cl)cc2)c1C(=O)O (stereo not given)
→ ., 0.0%
O=C1C2CSCN2C(=O)CN1CCCN1CCN(C(c2ccccc2)c2ccccc2)CC1 (stereo not given)
→ 14.8, -9.6%
Cn1nnnc1SCc1nnc(-c2ccc(F)cc2)o1
→ -6.5, 6.1%
CC1(C)Cc2c(c(N3CCOCC3)nc3sc(C(=O)N4CCCCC4)c(N)c23)CO1
→ 17.9, 2.5%
CNc1nc(-c2ccc(Cl)cc2)cs1
→ 3.4, 2.1%
c1ccc(COc2cccc(CNCc3cccnc3)c2)cc1
→ 6.4, -2.7%
COc1cccc(NC(=O)Nc2ccc(C)c(Cl)c2)c1
→ ., 2.2%
COc1ccc(CCC(=O)Nc2cc(S(C)(=O)=O)ccc2Cl)cc1
→ 14.0, -0.4%
Cc1ccc(C(=O)NCc2ccc3c(c2)OCO3)cc1S(=O)(=O)N1CCOCC1
→ -1.0, -1.0%
Cc1ccccc1CS(=O)(=O)Cc1ccc(C(=O)NCc2cccnc2)o1
→ ., -0.5%
CC1CCN(S(=O)(=O)c2ccc(C(=O)Nc3sccc3C(N)=O)cc2)CC1
→ 7.0, -4.5%
Clc1ccc(OCCCc2nc(-c3cccnc3)no2)c(Cl)c1
→ 12.0, 3.8%
CC1CN(CCOCCSc2ccccc2)CC(C)O1 (stereo not given)
→ 7.5, -3.3%
COc1ccc(S(=O)(=O)N(C)C)cc1NC(C)C(=O)Nc1cccc(C#N)c1 (stereo not given)
→ -13.1, 3.0%
O=C(c1ccc(S(=O)(=O)N2CCOCC2)cc1)N1CCc2ccccc2C1
→ -10.6, 2.7%
O=C(O)CCCC(=O)NCc1ccccn1
→ -2.6, -2.9%
CN1CCc2nc(NC(=O)COc3ccc4ccccc4c3)sc2C1
→ -13.4, -4.2%
CCC(C)[C@H]1CN=C(N)N1CCc1cccc2ccccc12 (stereo not given in full)
→ ., -11.8%
COc1ccc(C(=O)N/C(=C\c2cccc([N+](=O)[O-])c2)C(=O)Nc2cccc(C(=O)O)c2)cc1
→ 1.8, -2.5%
CN(Cc1ccc(F)cc1)Cc1nc(-c2cnccn2)no1
→ ., -1.6%
C#CCNC(=O)C1=C[C@@H](c2ccc3c(c2)OCO3)C[C@@H](OCCCCO)O1
→ ., 2.2%
CN(C)CCNC(=O)C(=O)c1c(-c2ccccc2)cc2ccccn12
→ -7.0, -1.1%
c1ccc(Cn2nnnc2C(c2cccs2)N2CCc3ccccc3C2)cc1 (stereo not given)
→ ., 7.3%
N#Cc1ccccc1NC(=O)CSc1nnc(-c2ccccc2)n1-c1ccccc1
→ -4.9, 3.4%
CCCCCOC(=O)CSc1n[nH]c(=O)[nH]c1=O
→ ., -0.8%
CCOC(=O)C1CCN(C(=O)c2sc3nc(C)nc(N4CCC(C)CC4)c3c2C)CC1
→ ., 2.0%
Cc1cccc(N(Cc2cc3ccccc3[nH]c2=O)S(C)(=O)=O)c1
→ -10.9, 3.5%
Cn1c(SCC(=O)NCc2ccc3c(c2)OCO3)nc2scc(-c3cccs3)c2c1=O
→ -7.2, 7.6%
O=C(c1ccc(CNc2c(N3CCCC3)c(=O)c2=O)cc1)N1CC=C(c2ccccc2)CC1
→ -6.0, 3.0%
Nc1nc(O)c(CC(=O)O)s1
→ ., 5.5%
N#C/C(=C\c1cccc(O)c1)C(=O)Nc1ccc2c(c1)OCCO2
→ 4.1, -0.8%
COc1ccc(OCCCC(=O)Nc2nc(C)c(C(C)=O)s2)cc1
→ -10.7, 4.0%
N#C/C(=C\c1ccc(O)cc1)c1nc2ccccc2o1
→ -10.2, 0.4%
Cc1ccc(NC(=O)c2ccccc2N(C)S(C)(=O)=O)cc1C
→ -8.3, -0.6%
O=C(NCCOCc1ccc(Cl)cc1)c1ncn[nH]1
→ ., 2.9%

2 successive compounds out of the list so far, for reference:
Every second line gives: Mtb RmlCD inh, M. tuberculosis GlmU
Cc1cccc(N(Cc2cc3ccccc3[nH]c2=O)S(C)(=O)=O)c1
→ -10.9, 3.5%
Cn1c(SCC(=O)NCc2ccc3c(c2)OCO3)nc2scc(-c3cccs3)c2c1=O
→ -7.2, 7.6%

(further entries)
Every second line gives: Mtb RmlCD inh, M. tuberculosis GlmU
CCCC/C(C)=N/NC(=O)NC1CCCCC1
→ -8.3, 5.8%
Cc1ccc(Nc2cc(C)c3c(O)cccc3n2)cc1C
→ -7.3, -2.0%
COc1cc(/C=C2\SC(=O)NC2=O)ccc1Oc1ccc([N+](=O)[O-])cc1[N+](=O)[O-]
→ 8.0, 9.7%
COc1cc(OC)cc(-c2ncc3ccccn23)c1
→ ., -2.0%
Nc1ccc(Sc2ccc([N+](=O)[O-])cc2)cc1
→ -11.0, -5.9%
Cc1ccc(S(=O)(=O)CC(C)(O)C(=O)Nc2cccc(C(F)(F)F)c2)cc1 (stereo not given)
→ ., 2.8%
CCn1c(=O)cc(SCC(=O)NCc2ccc(C)cc2)c2ccccc21
→ ., -0.8%
Cc1nc(CCN2C(=O)c3ccccc3C2=O)cs1
→ 10.0, 1.9%
CCCC(=O)Oc1c(S(=O)(=O)c2ccc(C)cc2)c(C)nn1C(C)(C)C
→ -10.3, -1.5%
O=C(Nc1nc(-c2ccc3ccccc3c2)cs1)C1CCN(S(=O)(=O)c2cccs2)CC1
→ -4.7, -3.0%
Cc1cccc(OCCCC(=O)NCCc2ccccc2)c1
→ -6.3, -2.9%
CN1CCN(S(=O)(=O)c2ccc(NC(=S)NC(=O)C3CCCCC3)cc2)CC1
→ -14.4, 2.3%
CC1CN(C(=O)CN2C(=O)NC(C)(c3ccccc3)C2=O)CC(C)O1 (stereo not given)
→ ., 2.1%
CCC(=O)N1CCN(c2ccccc2NC(=O)COc2cccc(C)c2)CC1
→ 12.6, 3.5%
CCN(CC)c1cc(C(F)(F)F)nc(-c2ccccn2)n1
→ 75.1, -1.2%
CCOc1ccccc1Nc1nnc(SCC(=O)N2CCCC2)s1
→ ., 6.3%
CCC(c1nnnn1C(C)(C)C)N1CCN(Cc2ccccc2OC)CC1 (stereo not given)
→ -7.4, 0.1%
CCCc1cc(=O)[nH]c(SCC(=O)N(CC)Cc2ccccc2)n1
→ -4.0, 0.2%
S=C(NCc1ccco1)N1CCN(c2cccc(Cl)c2)CC1
→ ., -6.4%
CN(C)C1NC(=O)c2cc(-c3ccccc3)sc2N1 (stereo not given)
→ ., 1.2%
O=C(CSc1nncs1)Nc1cc(-c2ccccc2)nn1-c1ccccc1
→ 1.0, 1.1%
COC(=O)c1ccc(NC(C)=O)o1
→ -7.6, -3.4%
COc1ccccc1CNn1c(-c2cccc(C)c2)nc2ccccc2c1=O
→ ., 2.0%
NC(=O)c1c(-c2ccc(Cl)cc2Cl)csc1NC(=O)Cc1ccccc1
→ -10.9, 3.0%
CCOC(=O)c1sc2nc(-c3ccco3)c3c(c2c1N)CC(C)(C)OC3
→ ., 2.4%
CCOc1cc(C(=O)NCCOC)cc(OCC)c1OCC
→ ., -0.8%
COC(=O)c1cn(C(=O)c2ccc(Br)o2)c2ccccc12
→ ., -3.9%
CC(C)c1ccc(O)c(NC(=S)NC(=O)CCc2ccccc2)c1
→ 9.3, 6.8%
Cc1nc(N2CCCC2)c2nnn(Cc3ccccc3Cl)c2n1
→ 4.5, -1.7%
COc1cc(/C=N/NC(=O)c2cccnc2)ccc1OCC(=O)Nc1ccc(C)cc1
→ -9.2, 0.5%
Cc1cc(C(F)(F)F)nn1CC(=O)N(C)c1ccccc1
→ 8.4, -8.2%
CCOC(=O)c1ccc(NC(=O)C(CC)(CC)C(=O)OCC)cc1
→ -6.1, 5.9%
Cc1cc(C)n(CC(O)COCc2ccccc2)n1 (stereo not given)
→ ., -3.6%
CC(=O)c1ccc(N2CCN(C(=O)/C=C/c3ccc(S(=O)(=O)N4CCOCC4)cc3)CC2)cc1
→ 9.7, 4.6%
O=C(Oc1ccc(N(Cc2cccs2)C2=NS(=O)(=O)c3ccccc32)cc1)c1ccccc1F
→ 10.2, .
CCc1nc(Sc2nnnn2-c2ccccc2)c2c3c(sc2n1)CCCC3
→ 4.3, -0.7%
O=C(N/C(=C/c1ccco1)C(=O)N1CCOCC1)c1cccs1
→ 10.2, -1.2%
COc1ccc(F)cc1S(=O)(=O)NCc1ccccc1
→ 1.7, -2.2%
C#Cc1ccc([C@H]2C=C(C(=O)NCc3nc4ccccc4[nH]3)O[C@@H](OCc3ccc(CO)cc3)C2)cc1
→ ., 0.9%
O=C(CSc1nnc(CCCN2C(=O)c3cccc4cccc(c34)C2=O)n1-c1ccccc1)N1CCN(CCO)CC1
→ ., 4.6%
CCO[C@H]1OC(C(=O)O)=C[C@@H](C2CCCCC2)[C@@H]1CCCO
→ ., 2.7%
O=S(=O)(NCC(c1cccnc1)N1CCN(c2ccccc2)CC1)c1cc(F)ccc1F (stereo not given)
→ -14.6, 0.2%
C[C@@H]1C=C[C@](Cc2ccccc2)(C(=O)NCC2CC2)N1C(=O)c1ccccc1
→ ., -1.3%
N#C/C(=C(/O)C(Cl)(Cl)Cl)c1nc2ccccc2[nH]1
→ -8.3, 4.1%
COc1ccc(OC)c(NC(=O)CC2SC(=Nc3ccccc3)N(CCc3ccccn3)C2=O)c1 (stereo not given)
→ 2.7, 4.7%
CC(C)n1nnnc1-c1cccc(Cl)c1
→ -11.1, -2.2%
CCOC(=O)c1ccc(NC(=O)CC2SC(=NC)N(C)C2=O)cc1 (stereo not given)
→ ., 2.2%
CCOC(=O)C1CCN(c2c(NCc3ccc(C(=O)NCCOC)cc3)c(=O)c2=O)CC1
→ 9.7, 7.7%
CCN1CCN(c2nc3ccccn3c(=O)c2/C=C(\C#N)S(=O)(=O)c2ccccc2)CC1
→ ., -5.5%
COc1cccc(NC(=O)CN(C)C(=O)COc2ccc3ccccc3c2)c1
→ 6.5, 4.2%
N#C/C(=C\Nc1ccc2c(c1)OCCO2)C(=O)NCc1ccco1
→ -8.8, -1.8%
C=CCc1cc(Cl)ccc1OCCNCCCOC
→ 7.5, -4.0%
COc1ccc(NC(=O)Nc2cccnc2)c(OC)c1
→ ., 0.3%
O=C(Cn1c(NCCO)nc2ccccc21)NCC1CCCO1 (stereo not given)
→ 2.4, 2.6%
CCC(=O)N1c2ccccc2NC2=C(C(=O)CC(c3ccco3)C2)C1c1ccco1 (stereo not given)
→ ., -0.7%
Cc1sc2nc(CSc3ccccc3)nc(NCCN(C)C)c2c1C
→ -4.2, -0.2%
CCc1ccc(Nc2cnn(C34CC5CC(CC(CC(=O)O)(C5)C3)C4)c(=O)c2Cl)cc1
→ 5.7, -3.7%
CSC(=S)N/N=C/c1ccc(Br)cc1
→ -4.7, -4.5%
O=C(CCC(=O)Nc1ccc(Cl)cc1Cl)NNC(=O)[C@@H]1CCCC[C@@H]1C(=O)O
→ -9.6, -6.1%
COc1ccc(/C=C2\N=C3CCCN3C2=O)cc1
→ ., 0.6%

Later entries
Every second line gives: Mtb RmlCD inh, M. tuberculosis GlmU
Cc1nc(SCC(N)=O)[nH]c(=O)c1Cc1ccc(OC(C)C)cc1
→ 10.1, -0.4%
NNC(=O)c1ccc(Cl)cc1Cl
→ -13.0, 3.3%
CCOc1nc(-c2ccc(C)cc2)ccc1-c1noc(-c2cccnc2)n1
→ 14.1, -1.1%
Cn1nc(C(F)(F)F)c(-c2ccc(F)cc2)c1NC(=O)CSCC(=O)O
→ 10.0, -3.7%
NC(=S)c1c(Cl)cc(C(F)(F)F)cc1Cl
→ -11.5, 3.7%
CC(C)N=C1NN=C(c2cccs2)C(CC(=O)O)S1 (stereo not given)
→ ., 0.0%
O=C(Nc1ccc2oc(-c3cccnc3)nc2c1)c1cc2ccccc2o1
→ ., -2.1%
CCc1ccc(C(=O)c2cncc(Br)c2)cc1
→ 20.4, 2.5%
O=C(Nc1cccc(Cl)c1)NC1(C(=O)NCc2cccs2)CCCCC1
→ 11.7, -0.6%
COc1cc2c(c(OC)c1)C(c1cccc(OC)c1OC)CC(=O)N2 (stereo not given)
→ -10.8, 0.2%
CCC(C)(C)n1nnnc1C(c1cc2cc(C)cc(C)c2[nH]c1=O)N1CCCC1 (stereo not given)
→ -6.7, 0.9%
O=C(Nc1ccc2c(c1)OCCO2)C(c1ccc(F)cc1)N1CCCCC1 (stereo not given)
→ -13.1, -3.7%
O=C(CSCc1ccccc1)N/N=C/c1ccccc1OCc1ccccc1
→ 0.1, 2.0%
Cc1noc(C(=O)Nc2cccnc2)c1Cl
→ ., 6.6%
CCOC(=O)N1CCC(N2CCCC(C(=O)c3cc(F)ccc3OC)C2)CC1 (stereo not given)
→ ., -5.0%
CC1CCN(CCC(=O)N2CCCc3c2c(=O)oc2ccc(O)cc32)CC1
→ -5.5, 3.1%
O=C1NC(c2ccc3c(c2)OCO3)Oc2ccccc21 (stereo not given)
→ 6.6, -1.4%
O=C(O)CC1(CC(=O)NCc2cc(F)cc3c2OCOC3)CCCCC1
→ 7.4, -3.1%
COC(=O)C1=C(C)N(c2cc(Cl)cc(Cl)c2)C(=O)C1
→ ., -5.1%

By substructure: the compounds so far with bromine (3)
Every second line gives: Mtb RmlCD inh, M. tuberculosis GlmU
COC(=O)c1cn(C(=O)c2ccc(Br)o2)c2ccccc12
→ ., -3.9%
CSC(=S)N/N=C/c1ccc(Br)cc1
→ -4.7, -4.5%
CCc1ccc(C(=O)c2cncc(Br)c2)cc1
→ 20.4, 2.5%

An excerpt; rates above refer to the full screens.
